Screens (PubChem BioAssay)
CCHFV vOTU inh = CCHFV vOTU protease inhibition. AID 651958. Pep-AMC fluorescence. inhibition, % at 11.5 µM. 370,000 tested, 0.55% active; in the data active means inhibition above about 30%; further: 0% = vehicle wells with enzyme and 100% = no enzyme wells
PriA SSB inh = K. pneumoniae PriA-SSBct interaction inhibition | AlphaScreen SSBct-PriA binding, biotinylated peptide | inhibition, % at 33 µM | 430,000 tested, 0.6% active | AID 1272365; in the data active means inhibition mostly above about 37%, no sharp cut-off; inactive means mostly below about 20%;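 further: plate controls were negative control peptide for no effect and reference peptide for full effect; strong numbers were not always called active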
TcdB inh = TcdB glycohydrolase inhibition | 350,000 tested, 0.24% active | AID 652162 | P18177 | TcdB glycohydrolase enzymatic assay, plate reader | inhibition, % at 9.99 µM; in the data active means inhibition above about 10%
Anthrax LF prot = anthrax lethal factor protease inhibition; P15917; multiplex microsphere protease cleavage assay, LF; inhibition, % at 10 µM; 360,000 tested, 0.12% active; AID 588501; further: plate controls were buffer without enzyme for full effect and enzyme alone for no effect
Target sequence (P15917 whole entry, looked up): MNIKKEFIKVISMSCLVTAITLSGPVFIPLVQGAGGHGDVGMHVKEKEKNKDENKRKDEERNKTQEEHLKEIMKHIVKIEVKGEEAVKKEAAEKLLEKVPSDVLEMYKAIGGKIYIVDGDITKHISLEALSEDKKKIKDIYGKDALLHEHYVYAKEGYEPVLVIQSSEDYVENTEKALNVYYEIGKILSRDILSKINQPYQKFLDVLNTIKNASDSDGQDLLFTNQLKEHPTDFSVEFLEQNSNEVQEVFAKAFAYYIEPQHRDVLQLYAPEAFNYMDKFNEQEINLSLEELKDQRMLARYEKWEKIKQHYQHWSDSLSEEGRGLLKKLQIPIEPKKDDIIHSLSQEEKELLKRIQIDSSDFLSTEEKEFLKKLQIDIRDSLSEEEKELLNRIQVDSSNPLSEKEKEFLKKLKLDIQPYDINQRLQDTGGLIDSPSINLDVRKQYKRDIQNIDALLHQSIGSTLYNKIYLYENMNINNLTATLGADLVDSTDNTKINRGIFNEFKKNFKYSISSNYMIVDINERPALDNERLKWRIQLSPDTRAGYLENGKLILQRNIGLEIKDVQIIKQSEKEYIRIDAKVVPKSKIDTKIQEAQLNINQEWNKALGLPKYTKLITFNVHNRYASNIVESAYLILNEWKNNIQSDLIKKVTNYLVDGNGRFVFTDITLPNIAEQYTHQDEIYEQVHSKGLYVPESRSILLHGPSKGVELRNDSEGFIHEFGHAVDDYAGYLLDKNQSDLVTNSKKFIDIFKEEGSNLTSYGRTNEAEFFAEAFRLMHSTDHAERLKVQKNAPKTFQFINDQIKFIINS
VHR inh abs = blocks human VHR1 dual specificity phosphatase. P51452. recombinant VHR phosphatase, pNPP absorbance. inhibition, % at 13.3 µM. 290,000 tested, 0.52% active. AID 1654; in the data active means inhibition above about 50%; further: some compounds called inactive have numbers as strong as hits
Target sequence (P51452 whole entry, looked up): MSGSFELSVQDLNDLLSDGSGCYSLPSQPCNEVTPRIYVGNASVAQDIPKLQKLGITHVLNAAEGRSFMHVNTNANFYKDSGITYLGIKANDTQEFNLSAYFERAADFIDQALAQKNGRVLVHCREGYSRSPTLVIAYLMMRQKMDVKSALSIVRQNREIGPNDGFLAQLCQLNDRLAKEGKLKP
3CLpro inhibitor = SARS-CoV 3CLpro protease inhibition; 290,000 tested, 0.14% active; recombinant SARS-CoV 3CLpro, quenched FRET peptide cleavage; inhibition, % at 6 µM; in the data active means inhibition above about 12%
BoNT-A LC inh2 = blocks Botulinum neurotoxin A light chain protease; multiplex microsphere protease substrate cleavage, flow cytometry; AID 588499; inhibition, % at 10 µM; 360,000 tested, 0.17% active; further: plate controls were buffer without enzyme for full effect and enzyme alone for no effect
An asterisk follows results filed as active; nt = not tested or not shown; & = joins results of further samples. Unless noted, no stated cut-off is given here; in the data, active means inhibition above about 30%; inconclusive means no clear call, values can overlap the other calls; inactive means below that. An excerpt. The share of hits here may be higher or lower than overall.

1	COc1ccc(NC(=O)C(C2CC2)n2c(=O)c(-c3cc4ccccc4[nH]3)nc3ccccc32)cc1 (stereo not drawn)
2	Cc1ccc(S(=O)(=O)N2CCCc3nc(-c4ccc(F)cc4)ccc32)cc1
3	COC(=O)c1cc2c(c3c4ccccc4n(S(=O)(=O)c4cccc(C)c4)c13)C(=O)N(C)C2
4	COC(=O)C[C@@H]1C=C[C@@H](NS(=O)(=O)c2ccc(OC)cc2)[C@@H](CO)O1
5	CCCCCCCCN1C(=O)[C@@H](CC(=O)NCc2cccs2)C[C@@]2(C(=O)OC)C1=C[C@H](C(C)(C)C)O[C@@H]2C
Screen / compound no.	1	2	3	4	5
CCHFV vOTU inh	-10	8	3	-4	23
PriA SSB inh	nt	nt	nt	nt	nt
TcdB inh	0.2	1.6	-0.5	0.0&0.1	0.8
Anthrax LF prot	nt	nt	nt	nt	nt
VHR inh abs	nt	nt	nt	nt	nt
3CLpro inhibitor	nt	nt	nt	nt	nt
BoNT-A LC inh2	nt	nt	nt	nt	nt

6	COOCC1(C(=O)OC)C[C@H](c2ccc(OC)cc2)N(Cc2ccccc2OC)[C@@H]1c1ccccc1C (stereo partly drawn)
7	Cc1cc(N2CCN(CC(C)(C)O)C[C@H]2C)ccc1N1CCN(CC(C)(C)O)[C@H](C)C1
8	CC(C)(C)NC(=O)C(C1CC1)n1c(=O)c(-c2cc3ccccc3[nH]2)nc2ccccc21 (stereo not drawn)
9	O=C(C(=O)N1CCN(S(=O)(=O)c2ccc(OC(F)(F)F)cc2)CC1)c1cccc(C(F)(F)F)c1
10	C=CCCC1CN(Cc2ccc(OC)cc2)S(=O)(=O)c2c(Oc3ccc(C(C)C)cc3)cccc2O1 (stereo not drawn)
Screen / compound no.	6	7	8	9	10
CCHFV vOTU inh	-2	7	-13	2	13&-2
PriA SSB inh	nt	nt	nt	nt	nt
TcdB inh	0.7	-3.9	1.4	0.7	0.8&-0.5
Anthrax LF prot	nt	nt	nt	nt	nt
VHR inh abs	nt	nt	nt	nt	nt
3CLpro inhibitor	nt	nt	nt	nt	nt
BoNT-A LC inh2	nt	nt	nt	nt	nt

11	COC(=O)[C@]12C[C@H](CC(=O)NCCCCc3ccccc3)C(=O)N(Cc3ccc4c(c3)OCO4)C1=C[C@H](COCc1ccccc1)O[C@@H]2C
12	C[C@H](O)[C@@H]1C(=O)N2CCc3c([nH]c4cccc(-c5ccccc5)c34)[C@@H]2C[C@@H]1N(C)C(=O)C1CCCCC1
13	O=C(C(=O)N1CCN(C(=O)C2CCCC2)CC1)c1cccc(C(F)(F)F)c1
14	CCCCCCCCN1C(=O)[C@H](CC(=O)NCCCOC)C[C@@]2(C(=O)OC)CC(C)(C)CC=C12
15	CC(C)NC(=O)N[C@@H]1C[C@@H]2O[C@@H](CO)CC[C@@H]2O[C@@H]1CCc1ccc(-c2ccccc2F)cc1
Screen / compound no.	11	12	13	14	15
CCHFV vOTU inh	8	4	3	33*	1
PriA SSB inh	nt	nt	nt	nt	nt
TcdB inh	2.6	1.3	2.1	2.5	-0.1
Anthrax LF prot	nt	nt	nt	nt	nt
VHR inh abs	nt	nt	nt	nt	nt
3CLpro inhibitor	nt	nt	nt	nt	nt
BoNT-A LC inh2	nt	nt	nt	nt	nt

16	CCCCCCCCN1C(=O)[C@@H](CC(=O)NCc2cccs2)C[C@@]2(C(=O)OC)C1=C[C@H](C1CCCC1)O[C@@H]2C
17	Cc1cc(N2CCNC[C@@H]2C)ccc1N1CC[C@@H](O)C1
18	Cc1cccc(C)c1NC(=O)C(c1ccccc1)n1c(=O)c(-c2ccccc2)nc2ccccc21 (stereo not drawn)
19	F[B-](F)(F)c1cncnc1
20	COC(=O)C[C@@H]1CC[C@H](NC(=O)Nc2cccc(F)c2)[C@@H](CO)O1
Screen / compound no.	16	17	18	19	20
CCHFV vOTU inh	20	17	-6	15	1
PriA SSB inh	nt	nt	nt	nt	nt
TcdB inh	0.6	-13	1.4	-0.4	1.7
Anthrax LF prot	nt	nt	nt	nt	nt
VHR inh abs	nt	nt	nt	nt	nt
3CLpro inhibitor	nt	nt	nt	nt	nt
BoNT-A LC inh2	nt	nt	nt	nt	nt

21	Brc1ccc(CN2CCCc3nc(-c4ccccc4)ccc32)cc1
22	C[C@H](CO)N1C[C@H](C)[C@@H](CN(C)C(=O)Nc2ccc(C(C)(C)C)cc2)OCc2cn(nn2)CCCC1=O
23	Cc1cc(O)cc(=O)n1-c1cc(Cl)cc(Cl)c1
24	COC(=O)C1=C(C)N(C)C(=NCc2cc(OC)c(OC)c(OC)c2)NC1c1cccc(C(F)(F)F)c1 (stereo not drawn)
25	Cc1ccc(C(O)(C(=O)OC(C)C)C(O)c2ccc(F)cc2)cc1 (stereo not drawn)
Screen / compound no.	21	22	23	24	25
CCHFV vOTU inh	1	8	4	7	7
PriA SSB inh	nt	nt	nt	nt	nt
TcdB inh	0.9	0.7&-0.7	0.1	0.9	1.5
Anthrax LF prot	nt	nt	nt	nt	nt
VHR inh abs	nt	nt	nt	nt	nt
3CLpro inhibitor	nt	nt	nt	nt	nt
BoNT-A LC inh2	nt	nt	nt	nt	nt

Ordered by molecular weight (lowest first): part of the list above
19	F[B-](F)(F)c1cncnc1
25	Cc1ccc(C(O)(C(=O)OC(C)C)C(O)c2ccc(F)cc2)cc1 (stereo not drawn)
20	COC(=O)C[C@@H]1CC[C@H](NC(=O)Nc2cccc(F)c2)[C@@H](CO)O1
24	COC(=O)C1=C(C)N(C)C(=NCc2cc(OC)c(OC)c(OC)c2)NC1c1cccc(C(F)(F)F)c1 (stereo not drawn)
Screen / compound no.	19	25	20	24
CCHFV vOTU inh	15	7	1	7
PriA SSB inh	nt	nt	nt	nt
TcdB inh	-0.4	1.5	1.7	0.9
Anthrax LF prot	nt	nt	nt	nt
VHR inh abs	nt	nt	nt	nt
3CLpro inhibitor	nt	nt	nt	nt
BoNT-A LC inh2	nt	nt	nt	nt

Additional results:
26	COC(=O)[C@]12CCCCC=C1N(Cc1ccc3c(c1)OCO3)C(=O)[C@H](CC(=O)N1CCSCC1)C2
27	CC(C)OC(=O)N(C)C[C@H]1OCc2cn(nn2)CCCC(=O)N([C@@H](C)CO)C[C@@H]1C
28	CC(C)C[C@H]1COc2cccc(F)c2S(=O)(=O)N1
29	COc1ccc(NC(=O)Nc2ccc3c(c2)C(=O)N([C@H](C)CO)C[C@H](C)[C@H](CN(C)C)OCCCC[C@@H](C)O3)cc1
30	COC(=O)C1=C(C)N(Cc2ccccc2C(F)(F)F)C(=NCc2ccc3c(c2)OCO3)NC1c1ccccc1 (stereo not drawn)
Screen / compound no.	26	27	28	29	30
CCHFV vOTU inh	8	-4	-7&2	-10	-4
PriA SSB inh	nt	nt	nt	nt	nt
TcdB inh	0.6	-0.6&0.6&2.5	0.1&-1.1	-18&0.8	2.9
Anthrax LF prot	nt	nt	nt	nt	nt
VHR inh abs	nt	nt	nt	nt	nt
3CLpro inhibitor	nt	nt	nt	nt	nt
BoNT-A LC inh2	nt	nt	nt	nt	nt

31	COc1cccc(C2NC(=S)N(Cc3ccc(Br)cc3)C(C)=C2C(C)=O)c1 (stereo not drawn)
32	CCOC(=O)N1CCN(C(=O)C[C@H]2C[C@@]3(C(=O)OC)C(=C[C@H](COCc4ccccc4)O[C@@H]3C)N(CCC3=CCCCC3)C2=O)CC1
33	CCCc1c(-c2ccccc2OC)ncn1CCc1ccccc1OC
34	C[C@@H]1ON(C)[C@H]2C[C@H]3c4[nH]c5c(-c6ccccc6F)cccc5c4CCN3C(=O)[C@@H]12
35	Cn1c(=O)c2c(ncn2Cc2ccc(O)c([N+](=O)[O-])c2)n(C)c1=O
Screen / compound no.	31	32	33	34	35
CCHFV vOTU inh	2	-3	5	8	-2
PriA SSB inh	nt	nt	nt	nt	nt
TcdB inh	1.1	-1.0	0.0	2.7	-2.5
Anthrax LF prot	nt	nt	nt	nt	nt
VHR inh abs	nt	nt	nt	nt	nt
3CLpro inhibitor	nt	nt	nt	nt	nt
BoNT-A LC inh2	nt	nt	nt	nt	nt

36	CCOC(=O)C1=C(C(=O)OCC)C2N(Cc3ccc(Br)cc3)c3ccccc3[C@@]23C[C@@H](C(=O)OC)N(S(=O)(=O)c2ccc(F)cc2)C3=N1 (stereo partly drawn)
37	COC(=O)[C@]12C[C@H](CC(=O)NCC34CC5CC(CC(C5)C3)C4)C(=O)N(Cc3ccc4c(c3)OCO4)C1=C[C@H](C(C)(C)C)O[C@@H]2C
38	Brc1ccc2c(c1)-n1nncc1CNC2
39	O=C(C[C@@H]1CC[C@H](NC(=O)Nc2ccc(F)cc2)[C@@H](CO)O1)NCc1cccc(F)c1
40	CSc1n[nH]c(-c2cccs2)n1
Screen / compound no.	36	37	38	39	40
CCHFV vOTU inh	2	27	-4	-3	3
PriA SSB inh	nt	nt	nt	nt	nt
TcdB inh	0.3	1.5	1.9	0.2&-6.2	0.8
Anthrax LF prot	nt	nt	nt	nt	nt
VHR inh abs	nt	nt	nt	nt	nt
3CLpro inhibitor	nt	nt	nt	nt	nt
BoNT-A LC inh2	nt	nt	nt	nt	nt

41	Cc1ccc(S(=O)(=O)N2CCCc3nc(-c4ccccc4)ccc32)cc1
42	Brc1ccc2nc(-c3ccc(CN4CCC5(CC4)CNc4ccccc45)cc3)c(-c3ccccc3)nc2c1
43	O=C(O)c1ccccc1/C=N/Nc1ccc(S(=O)(=O)Nc2ccc(Cl)cc2)cc1[N+](=O)[O-]
44	COC(=O)C1=C(C)N(Cc2ccccc2C(F)(F)F)C(=NCc2ccc(OC)cc2)NC1c1cccc(F)c1 (stereo not drawn)
45	O=S1(=O)N[C@H](Cc2ccccc2)COc2cccc(F)c21
Screen / compound no.	41	42	43	44	45
CCHFV vOTU inh	-6	7	31*	10	-1
PriA SSB inh	nt	nt	nt	nt	nt
TcdB inh	2.5	0.0	2.8	1.4	1.0
Anthrax LF prot	nt	nt	nt	nt	nt
VHR inh abs	nt	nt	nt	nt	nt
3CLpro inhibitor	nt	nt	nt	nt	nt
BoNT-A LC inh2	nt	nt	nt	nt	nt

46	O=[N+]([O-])c1cccc(I)c1
47	COC(=O)C1=CN(c2cccc(OCc3ccccc3)c2)C(N)=C(C#N)C1c1ccccc1 (stereo not drawn)
48	COC(=O)C[C@@H]1CC[C@H](NC(=O)c2cnccn2)[C@@H](CO)O1
49	CCCCCCN(C(=O)CCCCCN1C(=O)NC(c2ccc(-c3ccccc3)cc2)C(C(=O)OCc2ccccc2)=C1C)C(C(=O)NCCCC)c1ccc(-c2ccccc2)cc1 (stereo not drawn)
50	O=C1CCCCCN1CP(=O)(O)CN1CCOCC1
Screen / compound no.	46	47	48	49	50
CCHFV vOTU inh	2	0	1	6	-9
PriA SSB inh	nt	nt	nt	nt	nt
TcdB inh	-0.7	-0.2	1.0	0.5	3.6
Anthrax LF prot	nt	nt	nt	nt	nt
VHR inh abs	nt	nt	nt	0	32
3CLpro inhibitor	nt	nt	nt	nt	nt
BoNT-A LC inh2	nt	nt	nt	nt	nt

51	Cc1oc(-c2ccc(F)cc2)cc1-c1nn2c(-c3ccco3)nnc2s1
52	COc1cccc(-c2cccc(-c3nc(C(=O)Nc4ccc(-c5ccccc5)cc4)cc4c3[C@H](CCO)N(S(=O)C(C)(C)C)C4)c2)c1 (stereo partly drawn)
53	C=C1C2=C(C(=O)N1OC)[C@@H](O)[C@@](C)(O)[C@@H](CCCCC)O2
54	CC(C)(C)S(=O)N1Cc2cc(C(=O)NCc3ccc(Oc4ccccc4)cc3)nc(-c3cccc(-c4cc5ccccc5o4)c3)c2[C@@H]1CCO (stereo partly drawn)
55	Cc1cccc(NC(=O)CN2C(=O)CCSc3ccccc32)c1C
Screen / compound no.	51	52	53	54	55
CCHFV vOTU inh	-9	nt	nt	nt	-4
PriA SSB inh	nt	nt	nt	nt	-9
TcdB inh	0.5	-0.1	-2.8	1.1	nt
Anthrax LF prot	nt	5	3	-7	nt
VHR inh abs	nt	nt	nt	nt	nt
3CLpro inhibitor	3	nt	nt	nt	nt
BoNT-A LC inh2	nt	0.5	0.9	-0.6	nt

56	Cc1cc(NC(=O)c2ccc(NS(=O)(=O)c3ccc(F)cc3)cc2)no1
57	COc1cc(OC)cc(-n2c3nc4ccccc4nc3c3c(=O)n(CC4CCCO4)cnc32)c1 (stereo not drawn)
58	CC(C)n1c(SCC(=O)c2ccc3c(c2)OCCO3)nc2c1c(=O)n(C)c(=O)n2C
59	O=C(Nc1cccc(Cl)c1)c1c(O)c2c(n(Cc3ccco3)c1=O)CCCC2
60	CCCn1c(=O)n(C)c(=O)c2c(SCc3cc(C(C)=O)ccc3OCC)nc(C3CC3)nc21
Screen / compound no.	56	57	58	59	60
CCHFV vOTU inh	2	5	-2	-7	3
PriA SSB inh	-20	6	-13	-3	-8
TcdB inh	nt	nt	nt	nt	nt
Anthrax LF prot	nt	nt	nt	nt	nt
VHR inh abs	nt	21	21	-10	nt
3CLpro inhibitor	nt	nt	nt	nt	0
BoNT-A LC inh2	nt	nt	nt	nt	nt
